GSK3beta inhib: blocks human GSK3beta kinase activity; 300,000 tested, 0.038% active; GST-GSK3beta kinase, ADP-Glo luminescence, 60 min; active compounds read low; activity score (negative = inhibition), % at 10 µM;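 active means more than half of replicate wells score below -50%, meaning over 50% inhibition versus plate controls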;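 further: 0% = median DMSO wells and -100% = median GW8510 positive control wells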
Target sequence (P49841 whole entry, looked up): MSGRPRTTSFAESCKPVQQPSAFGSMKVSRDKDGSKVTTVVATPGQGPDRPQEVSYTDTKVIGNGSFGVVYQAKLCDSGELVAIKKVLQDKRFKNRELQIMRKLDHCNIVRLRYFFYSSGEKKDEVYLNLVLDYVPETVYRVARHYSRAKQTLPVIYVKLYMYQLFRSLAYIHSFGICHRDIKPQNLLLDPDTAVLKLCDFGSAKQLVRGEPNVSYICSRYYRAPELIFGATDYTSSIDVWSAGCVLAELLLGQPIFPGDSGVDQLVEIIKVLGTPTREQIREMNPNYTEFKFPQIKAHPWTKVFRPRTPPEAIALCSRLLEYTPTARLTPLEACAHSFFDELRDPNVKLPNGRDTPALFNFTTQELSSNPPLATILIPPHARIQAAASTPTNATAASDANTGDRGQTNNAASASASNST
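test system = GST-tagged human GSK3beta kinase, cell-free | reagent = 25 µM ATP with peptide substrate | dosing = one dose of 10 µM per compound | schedule = 60 min reaction, RT | detection = luminescent ADP-Glo measurement of ADP formed | control set = DMSO neutral wells and GW8510 at 20 µM as positive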
GSK3 alpha inh: inhibitors of human GSK-3 alpha kinase | P49840 | ADP-Glo luminescence, 60 min | inhibition, % at 10 µM | 320,000 tested, 0.1% active | AID 2650;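 in the data active means inhibition above about 50%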;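 further: GST-tagged GSK-3 alpha with peptide substrate and 25 µM ATP; 0% = DMSO neutral wells and 100% = GW8510 positive control wells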
Target sequence (P49840 whole entry, looked up): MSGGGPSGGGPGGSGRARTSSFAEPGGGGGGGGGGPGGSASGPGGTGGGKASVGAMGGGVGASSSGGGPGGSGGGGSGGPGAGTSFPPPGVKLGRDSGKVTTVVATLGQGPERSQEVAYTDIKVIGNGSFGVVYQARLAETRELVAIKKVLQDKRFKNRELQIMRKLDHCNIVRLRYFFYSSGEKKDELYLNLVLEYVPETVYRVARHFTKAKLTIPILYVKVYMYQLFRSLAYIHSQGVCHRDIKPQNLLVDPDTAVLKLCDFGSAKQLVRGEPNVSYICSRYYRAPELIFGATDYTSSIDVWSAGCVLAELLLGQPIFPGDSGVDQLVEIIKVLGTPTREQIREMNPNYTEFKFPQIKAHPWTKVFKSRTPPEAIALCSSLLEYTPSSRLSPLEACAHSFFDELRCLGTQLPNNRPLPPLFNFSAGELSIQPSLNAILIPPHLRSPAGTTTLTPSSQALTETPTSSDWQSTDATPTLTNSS
HSF1 inh: HSF1 inhibition | NIH3T3-HGL HSE-luciferase, MG132-induced, luminescence 8 h; active compounds read low | activity change, negative = inhibition, % at 7.5 µM (by protocol) | 300,000 tested, 0.77% active;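 active means more than half of replicate wells show activity change below -50%, luminescence cut by over half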;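 further: luciferase reports HSF-1 transcriptional activity via heat shock element; 0% = median of DMSO wells and -100% = zero luminescence signal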
AI-2 QS modul: modulators of Vibrio harveyi AI-2 quorum sensing system | Vibrio harveyi JMH597 AI-2 luminescence/OD600 ratio, 9 h; active compounds read low; strain lacks LuxN and CqsS sensors; 0 = neutral-control median | activity change, % at 7.5 µM | 300,000 tested, 0.4% active | AID 2094; in the data active means activity change below about -75%, passing the limit was not always enough;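 further: luminescence divided by OD600 gain over 9 h not by final OD600 alone; inactives centre near 13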
IEC-6 cytotox: counter-screen for KLF5 inhibitors: cytotoxicity in IEC-6 cells | IEC-6 cytotoxicity, luminescence viability | inhibition, % at 5 µM | 290,000 tested, 0.78% active; in the data active means inhibition above about 22%;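 further: 0% = plate median of test compound wells and 100% = cytotoxic reference compound wells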
HSF-1 act: increases HSF-1 driven luciferase reporter signal; NIH3T3-HGL HSF-1 luciferase reporter, MG132, 8 h; 100% = twice DMSO control signal; activation, % at 9 µM; 300,000 tested, 1.7% active;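 active means mean replicate activation of at least 50% with a set share of replicates each reaching 50%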;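 further: 0% = median of the neutral control wells and 100% = twice that signal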
PolyA inh: yeast polyadenylation inhibition; S. cerevisiae SKY197-pL101 polyadenylation reporter, beta-gal luminescence; efflux-impaired pdr1/pdr3 knockout yeast; score 100 = 6 SD above DMSO; 300,000 tested, 0.02% active; calls only at 12 µM;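 active means lowest replicate activity score at least 50, where 100 means six control SD above control mean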;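 further: yeast exposed to compound for 9 h at 30 °C; higher score means more reporter readthrough which indicates perturbed polyadenylation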
KLF5 inh: kruppel-like factor 5 inhibition; DLD-1 KLF5 promoter-luciferase reporter, luminescence; 290,000 tested, 0.23% active; inhibition, % at 5 µM;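 active means inhibition above a per-plate limit of that plate's mean compound inhibition plus 3 SD, cut at about 60% in these data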;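 further: 0% = DMSO wells and 100% = LY294002 at 200 µM; higher means less KLF5 promoter-driven luciferase light; inactives centre near -14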
aSyn 5UTR inh: 5' untranslated region of α-synuclein, MLPCN primary screen | inhibition, % (tested at 7.5 µM) | alpha-synuclein 5'UTR reporter, inhibitor activity | 300,000 tested, 0.82% active; in the data active means inhibition above about 60%;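 further: H4 neuroglioblastoma cells stably carrying SNCA 5'UTR luciferase fusion; 0% = DMSO wells and 100% = positive control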
HSP90 inh: HSP90 refolding inhibition in rabbit reticulocyte lysate; luciferase refolding luminescence, 3 h; AID 1789; 290,000 tested, 0.91% active; inhibition, % at 5.6 µM;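 active means inhibition above the screen-wide mean plus 3 SD, computed separately per campaign, cut at about 16% in these data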;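 further: 0% = DMSO wells and 100% = 60 µM geldanamycin wells; inhibitors lower the luminescence because luciferase stays unfolded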
Active calls of the source: *; i = inactive; nt = no result given. These rows are one share of the data, so the mix of outcomes need not match the whole.

SMILES	GSK3beta inhib	GSK3 alpha inh	HSF1 inh	AI-2 QS modul	IEC-6 cytotox	HSF-1 act	PolyA inh	KLF5 inh	aSyn 5UTR inh	HSP90 inh
CCOC(=O)N[C@H](Cc1c[nH]c2ccccc12)C(=O)NC1CC1	4	-2	-2	10	-2	1	i	-9	-20	-3
CC1c2c([nH]c3ccccc23)CCC1C(=O)O (stereo unspecified)	0	2	-16	39	1	-11	i	-40	5	-4
COc1ccc(CCN2C(=O)CC(N3CCOCC3)C2=O)cc1 (stereo unspecified)	3	0	-5	20	5	0	i	-14	12	2
CCOc1cc(CNc2ccc(S(N)(=O)=O)cc2)cc(Cl)c1OC	2	3	4	21	0	-10	i	1	41	-1
CCS(=O)(=O)N1CCN(c2nc(-c3ccccc3)cs2)CC1	-1	nt	-1	20	-4	-2	i	-7	-39	1
C/C(=N\NC(=O)CCc1c[nH]c2ccccc12)c1cccc([N+](=O)[O-])c1	1	0	12	7	-2	17	i	-26	9	-1
CN1CCc2nc3ccccc3c(C(=O)OCC(=O)N(CCC#N)c3ccccc3)c2C1	-5	0	2	-10	3	-10	i	-30	-25	-1
CC1CCN(S(=O)(=O)c2ccc(C(=O)Nc3nnc(-c4ccccn4)o3)cc2)CC1	-2	1	-41	30	-8	-54	i	-2	7	1
COc1ccc(CNC(=O)COC(=O)C2CCN(S(=O)(=O)c3ccccc3C(F)(F)F)CC2)cc1	-24	-2	-5	13	-3	-9	i	-5	28	-2
CC(C)CN1CCN(Cc2c[nH]c3ccccc23)CC1CCO (stereo unspecified)	-1	nt	-8	6	2	13	i	-19	-1	-1
Cc1ccc2oc(C(=O)Nc3ccc(S(=O)(=O)Nc4onc(C)c4C)cc3)cc(=O)c2c1	1	0	-2	14	2	-7	i	-19	-1	-2
CCOC(=O)c1cc(NC(=O)C2C3CCC(O3)C2C(=O)O)cc(C(=O)OCC)c1 (stereo unspecified)	2	nt	-8	24	1	-7	i	-19	-4	4
Fc1cccc(NC(=S)NNc2c3ccccc3nc3ccccc23)c1	2	nt	7	-2	8	2	i	-20	-7	-1
COc1cc2c(=O)n(CCCN3CCOCC3)c(=S)[nH]c2c(OC)c1OC	1	2	2	27	8	3	i	12	-5	3
COc1ccc(CN(C)C(=O)CNC(=O)CNC(=O)c2ccc(Cl)cc2Cl)cc1F	-1	-2	-4	24	1	-5	i	8	17	0
COc1ccc(C(=O)NNC(=O)CSc2ccccc2)cc1	1	1	-1	7	-6	-11	i	-20	16	-7
CC(=O)OC1OCCOC1NC(=S)Nc1cccc(C(F)(F)F)c1 (stereo unspecified)	0	-3	1	6	-2	18	i	-19	-1	3
N=C1C(=O)OCC1c1ccccc1NC(=O)c1ccccc1 (stereo unspecified)	1	-1	-1	25	0	-4	i	10	10	-2
COc1ccccc1C(=O)NCC(=O)NCc1cc(=O)n(C)c(=O)n1C	-1	-1	-19	0	0	-34	i	-10	-14	-2
O=C(NC12CC3CC(CC(C3)C1)C2)c1cc2nc(-c3ccco3)cc(C(F)(F)F)n2n1	1	nt	5	25	-2	5	i	-19	31	2
CCOC(=O)/C=C/C(=O)N1CCc2ccccc21	2	0	62	-26	0	84*	i	-3	0	-2
O=C(NC1CCS(=O)(=O)C1)C12CC3CC(CC(C3)C1)C2 (stereo unspecified)	3	-2	-2	-2	-4	5	i	-36	4	-4
O=C(c1ccccc1)N1CCCC(c2nc3c(nnn3Cc3ccccc3)c(=O)[nH]2)C1 (stereo unspecified)	2	-2	5	4	2	-1	i	-6	-10	0
C=CCOC(=O)C1=C(C)NC2(O)c3ccccc3C(=O)C12O (stereo unspecified)	0	nt	7	-9	14	-2	i	-24	4	8
O=C(NC1CCCCC1)N(Cc1ccccc1)Cc1ccco1	3	-1	9	14	4	5	i	-16	-12	0
SMILES	GSK3beta inhib	GSK3 alpha inh	HSF1 inh	AI-2 QS modul	IEC-6 cytotox	HSF-1 act	PolyA inh	KLF5 inh	aSyn 5UTR inh	HSP90 inh
CCCc1cc(=O)oc2cc(C)cc(OC(C)C(=O)NCc3ccccn3)c12 (stereo unspecified)	-4	-1	1	15	-3	-1	i	-17	-15	-4
CCCC(=O)C1=C(N(C)c2ccccc2)CC(C)(C)CC1=O	0	-1	6	1	-4	-4	i	-8	4	-1
CCc1cc(Cn2nc(-c3ccccc3)cc2C(=O)NCc2ccc(C)cc2)on1	4	-3	7	15	nt	0	i	nt	35	nt
CC(C)CC(c1nnnn1C(C)C)N1CCN(c2ccccc2)CC1 (stereo unspecified)	-6	1	0	2	-1	12	i	5	1	0
O=C1C2CCCN2C(=O)N1CCCN1CCN(c2cccc(Cl)c2)CC1 (stereo unspecified)	-4	-1	-1	24	0	1	i	-3	42	2
O=C(NCC(=O)N1CCN(S(=O)(=O)c2ccccc2F)CC1)c1ccc(Br)o1	3	-2	1	3	2	17	i	-11	11	1
O=C(c1ccc(Cl)c(Cl)c1)N1CCCC1	-1	2	0	14	-10	12	i	-28	-3	-7
N#CC1=C(SCc2ccccc2)NC(=O)CC1c1ccccc1 (stereo unspecified)	-1	2	0	-11	2	-3	i	-20	5	-1
CCOC(=O)c1cccc(NC(=O)CCc2nnc3ccc(N4CCCCC4)nn23)c1	0	0	3	29	-1	2	i	-9	-9	-3
CN(C)S(=O)(=O)c1ccc(C(=O)Oc2ccccc2)cc1	2	-4	3	-80*	-3	-13	i	-2	-15	-1
COc1cc(/C=N/OCC(=O)NC2CCS(=O)(=O)C2)ccc1OC(F)F (stereo unspecified)	1	-1	-5	24	-1	12	i	-4	15	8
COc1ccc(OC)c(N(CC(=O)Nc2cccnc2)S(=O)(=O)c2ccccc2)c1	-1	-1	4	-9	3	9	i	-20	-26	-2
C/C(=N\N1CCN(Cc2ccc(C)cc2)CC1)c1ccco1	-2	-1	-5	10	4	6	i	0	-9	1
Cc1noc(N)c1C(=O)Nc1ccccc1F	4	2	-3	5	-1	-3	nt	-14	9	-1
Cc1cc(C)c(NC(=O)C2C3/C=C\CCCCC32)c(C)c1 (stereo unspecified)	3	-3	18	-4	-6	nt	i	-25	-46	-2
COC(=O)c1ccc(C2NC(=O)c3c(sc(C)c3C)N2)cc1 (stereo unspecified)	2	0	5	17	-1	7	i	7	0	-2
CCOc1cc(/C=N/NC(=O)c2cc(C)n(-c3ccc(F)cc3)c2C)ccc1O	-5	nt	-7	6	2	-23	i	-13	4	-1
Cc1ccc(NCCNc2ccc(C)cc2)cc1	1	nt	2	0	-4	5	i	20	-6	-3
O=S(=O)(c1ccccc1C(F)(F)F)N1CCC(n2cnc3ccccc32)CC1	2	2	5	7	0	-10	i	-56	13	5
COc1cccc(C2CCCN2Cc2nc(CCC(C)C)no2)c1 (stereo unspecified)	1	-1	-8	22	2	-19	i	3	3	-1
O=C1c2ccsc2SCCN1Cc1c(F)cccc1Cl	3	-1	-5	4	-6	2	i	-19	13	2
COc1ccc(C(=O)NCC(=O)N/N=C/c2ccc([N+](=O)[O-])s2)cc1OC	1	-2	12	14	4	23	i	-11	-16	7
CC1Oc2ccccc2N(CC(=O)Nc2ccccc2F)C1=O (stereo unspecified)	-3	-1	-2	13	7	-4	i	-13	13	1
Cc1cc(C)nc(NS(=O)(=O)c2ccc(NC(=O)c3ccco3)cc2)n1	1	-4	-9	17	1	-17	i	-9	5	1
Cc1cc(C)nc(NN2C(=O)/C(=C/c3ccccc3)SC2=S)n1	1	0	-4	18	-2	3	i	2	7	4

Compound profiles, as listed above:
Entry for `Cc1cc(C)nc(NS(=O)(=O)c2ccc(NC(=O)c3ccco3)cc2)n1` = GSK3beta inhib = 1; GSK3 alpha inh = -4; HSF1 inh = -9; AI-2 QS modul = 17; IEC-6 cytotox = 1; HSF-1 act = -17; PolyA inh = i; KLF5 inh = -9; aSyn 5UTR inh = 5; HSP90 inh = 1
Entry for `COc1ccc(C(=O)NNC(=O)CSc2ccccc2)cc1` = GSK3beta inhib = 1; GSK3 alpha inh = 1; HSF1 inh = -1; AI-2 QS modul = 7; IEC-6 cytotox = -6; HSF-1 act = -11; PolyA inh = i; KLF5 inh = -20; aSyn 5UTR inh = 16; HSP90 inh = -7

(next part)
SMILES	GSK3beta inhib	GSK3 alpha inh	HSF1 inh	AI-2 QS modul	IEC-6 cytotox	HSF-1 act	PolyA inh	KLF5 inh	aSyn 5UTR inh	HSP90 inh
Cc1ccccc1C(=O)NN1CC(C(=O)OCc2ccc(Cl)c(Cl)c2)CC1=O (stereo unspecified)	-7	0	-3	17	-3	-6	i	11	-3	0
COc1ccc(CCNC(=O)CS(=O)(=O)Cc2nc(-c3ccccc3Cl)oc2C)cc1OC	6	-4	14	22	10	36	i	15	3	-1
Cc1occc1-c1nnc(SCC(=O)O)n1-c1ccccc1	-3	5	3	21	-4	19	i	-13	4	0
Cc1cc(C)cc(NC(=O)c2sc3nc4n(c(=O)c3c2C)CCC4)c1	1	1	16	-3	2	27	i	-7	-17	-4
COc1ccc(/C=C2\SC(=O)N=C2N)cc1	4	0	-4	31	-5	-1	i	-21	1	-5
CCOc1ccc(S(=O)(=O)N2CCC(C(=O)N3CCN(Cc4ccccc4)CC3)CC2)cc1	0	-2	5	25	3	-4	i	-13	18	-4
Cc1csc2c(N3CCN(C(=S)Nc4ccc(F)cc4F)CC3)ncnc12	-2	-2	3	-4	0	4	i	-31	13	0
COc1ccc(C(=O)c2ccccc2)c(OCC(=O)NC2CC2)c1	3	2	-5	30	-2	6	i	-4	5	1
Cc1ccc(NC(=S)NCC23C=CC(O2)C2C(=O)N(c4ccc(C)cc4)C(=O)C23)cc1 (stereo unspecified)	-5	-1	-6	8	8	-5	i	-3	-18	3
O=C(COC(=O)CCN1C(=O)/C(=C\C=C\c2ccccc2)SC1=S)Nc1ccc(Br)cc1	4	6	-10	12	-6	-14	i	-2	65*	-2
CC(OC(=O)CN(C)S(=O)(=O)c1ccc(Cl)cc1)C(=O)Nc1ncc(Cl)cc1Cl (stereo unspecified)	-1	-3	1	-7	1	9	i	-46	15	-8
O=C(Nc1ccc2c(c1)OCO2)C(c1ccccc1)N1CCC2(CC1)OCCO2 (stereo unspecified)	1	0	2	8	-2	-4	i	0	-7	-2
Cc1ccc2nc(-c3ccc(S(=O)(=O)N4CCOCC4)cc3)cn2c1	2	nt	-4	7	0	-3	i	-15	2	3
C=CCNC(=S)N/N=C(\C)c1ccc(-n2ccnc2)cc1	0	2	3	-10	2	10	i	-2	-18	-7
COc1cccc2c1Oc1cc([N+](=O)[O-])cc(N(C)C(C)=O)c1C=C2	1	-1	5	34	7	5	i	-35	35	-1
CCCN1CCC(=O)N(CCSc2ccccc2)CC1	3	0	-2	9	10	-3	i	-73	-115	4
Cc1cc(NC(=O)Nc2ccc(OCc3ccccc3)cc2)n(C)n1	0	0	4	30	-9	14	i	-16	-1	0
CCOP(=O)(OCC)C1NC(=O)N(c2ccccc2)C1=O (stereo unspecified)	-1	-1	-3	14	-7	8	i	-13	-10	0
O=C(OC(C(=O)NCc1ccccc1)c1ccccc1)c1ccco1 (stereo unspecified)	1	0	-1	13	0	1	i	-10	13	-6
O=C(CCC(=O)NC1CCCCC1)N/N=C/c1ccncc1	1	0	-9	21	0	-4	i	-17	-11	1
O=C(O)c1cc(C(F)(F)F)nc2c(C(F)(F)F)cccc12	0	-4	-7	25	1	-8	i	8	30	15
